High-throughput results (PubChem)
Vif-APOBEC3G blk = inhibitors of Vif-APOBEC3G interaction | 410,000 compounds, 0.076% hits | Potency, µM (series often up to 46.1 µM), without a hit: at the top dose activity, negative = active, actives largely listed as inhibitors | AID 602310 | HeLa A3G-eYFP + Vif (tagged APOBEC3G with the HIV-1 protein that degrades it), YFP fluorescence, overnight;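 note: potency is the fitted concentration of half-maximal effect; % is set by controls: 0 for no effect and ±100 for the full control effect; nearly all actives have a fitted effect of over 60% in size; hits raise eYFP signal because A3G escapes Vif-driven loss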
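HeLa cells stably expressing Vif and C-terminally eYFP-tagged A3G, seeded overnight at 37 deg C, then exposed to compound by pintool overnight at 37 deg C. Rise in yellow fluorescence (Ex 488/Em 500-530, Acumen) marks blocked Vif-driven A3G degradation.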
D1 antagonist = human D1 dopamine receptor antagonism. P21728. activity change, negative = inhibition, % at 10 µM. AID 504652. 360,000 compounds, 3.2% hits. HEK293 TREx D1 cells, calcium flux, dopamine EC80; active compounds read low; in the data active = activity change below about -30%; note: % is set by controls: 0 for no effect and ±100 for the full control effect
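After overnight tetracycline induction at 30 C, force-coupled D1 HEK293 cells took up a no-wash calcium dye at room temperature. Compounds were added and monitored 180 s, and the response to EC80 dopamine was then recorded.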
Vif-APOBEC3F blk = inhibitors of Vif-A3F interaction; 390,000 compounds, 0.2% hits; HeLa A3F-eYFP + Vif (tagged APOBEC3F with the HIV-1 protein that degrades it), YFP fluorescence increase; Potency, µM (top dose mostly 46.1 µM), for the others: at the top dose activity, negative = active; note: potency is the fitted concentration of half-maximal effect; % of control where 0% means no effect; nearly all actives have a fitted effect of over 65% in size
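Fluorescence increase (Ex 488/Em 500-530) after overnight compound treatment at 37 deg C flags inhibition of Vif-driven A3F-eYFP loss in stable HeLa A3F-eYFP/Vif cells seeded overnight beforehand.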
RXFP1 agonist = RXFP1 (human) receptor agonism; HEK293T-RXFP1 cAMP TR-FRET, 30 min; response scale: percent of porcine relaxin response, buffer zero; Potency, µM (highest dose often 57.5 µM), without a hit: top-dose activation, most hits filed as activators; 370,000 compounds, 0.3% hits; note: potency is the fitted concentration of half-maximal effect; % is set by controls: 0 for no effect and ±100 for the full control effect; nearly all actives have a fitted effect of over 60% in size; many of its hits are not listed in these tables
Target sequence (Q9HBX9 whole entry, looked up): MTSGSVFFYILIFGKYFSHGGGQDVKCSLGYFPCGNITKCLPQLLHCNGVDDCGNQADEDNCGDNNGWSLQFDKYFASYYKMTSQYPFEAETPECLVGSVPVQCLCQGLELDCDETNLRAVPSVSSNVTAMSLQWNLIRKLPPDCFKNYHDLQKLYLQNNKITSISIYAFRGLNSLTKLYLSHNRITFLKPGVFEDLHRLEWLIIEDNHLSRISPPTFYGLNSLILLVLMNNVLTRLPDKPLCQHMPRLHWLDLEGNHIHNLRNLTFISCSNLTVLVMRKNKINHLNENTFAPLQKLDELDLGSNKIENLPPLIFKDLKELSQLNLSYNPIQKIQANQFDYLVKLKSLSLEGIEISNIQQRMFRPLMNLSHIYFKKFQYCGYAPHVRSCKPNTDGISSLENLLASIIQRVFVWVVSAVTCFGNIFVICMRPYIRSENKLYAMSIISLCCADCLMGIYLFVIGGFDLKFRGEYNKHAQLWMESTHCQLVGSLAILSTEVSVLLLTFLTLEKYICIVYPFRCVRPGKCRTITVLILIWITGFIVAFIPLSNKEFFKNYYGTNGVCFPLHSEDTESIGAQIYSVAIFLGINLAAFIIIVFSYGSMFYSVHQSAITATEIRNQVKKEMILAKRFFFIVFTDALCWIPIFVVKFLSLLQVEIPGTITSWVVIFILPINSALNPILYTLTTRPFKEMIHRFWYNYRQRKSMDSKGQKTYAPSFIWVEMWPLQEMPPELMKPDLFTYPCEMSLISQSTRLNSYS
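HEK293 cells stably expressing RXFP1, treated 30 min at 37C with compounds plus PDE4 inhibitor Ro 20174; cAMP measured by HTRF TR-FRET. Normalized to buffer and 29 nM porcine relaxin; EC50 by Hill fit.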
D1 PAM = potentiators of human D1 dopamine receptor | P21728 | HEK293 TREx D1 cells, calcium flux, dopamine EC20 potentiation | potentiation, % at 10 µM | 360,000 compounds, 0.036% hits | AID 504651; in the data active = potentiation above about 30%; note: 0% is about no effect
Glioma ERSR ind = inducers of ER stress response in human glioma cells; U87-MG GRP78 promoter luciferase reporter, 16 h; Potency, µM, without a hit: at the top dose activation, usual class: activators; 420,000 compounds, 0.02% hits; AID 602332; note: potency is the fitted concentration of half-maximal effect; series mostly up to about 76 µM; % of control where 0% means no effect; nearly all actives have a fitted effect of over 35% in size
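Stably transfected U87-MG glioma cells carrying a GRP78-based luciferase sensor; 16 h compound incubation. Luminescence end-point read 10 min after Bright-Glo addition at room temperature.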
D2 PAM = D2 dopamine receptor (human) potentiation; P14416; HEK293 T-REx D2, calcium flux, EC20 dopamine potentiation; potentiation, % at 10 µM; 340,000 compounds, 0.34% hits; AID 485347;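 active = potentiation over 3 SD above the plate norm, cut at about 30% in these data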; note: 0% is about no effect
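Cells plated with tetracycline inducer and held overnight at 30 C; calcium dye loaded 30–90 min at room temperature; baseline taken, compound added and read 180 s; EC20 dopamine then added and read 180 s.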
D1 ag = activates the human D1 dopamine receptor; HEK293 T-REx D1 cells, calcium flux, agonist mode; P21728; 360,000 compounds, 1% hits; activation, % at 2 µM; in the data active = activation above about 30%; note: 0% is about no effect
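Agonism was scored from calcium flux recorded over 180 s (1 read/s) after pintool compound addition, following a 10-cycle baseline. Cells were inducible force-coupled HEK293 TREx D1, plated overnight at 30 C and loaded with no-wash calcium dye.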
RXFP1 antag = antagonists of human relaxin receptor RXFP1. AID 1259400. HEK293-RXFP1, relaxin-stimulated cAMP HTRF, 30 min; active compounds read low. activity change, negative = inhibition, % at 57.5 µM. 350,000 compounds, 0.59% hits;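 active = activity change of -60% or lower, but not beyond a set lower limit; inconclusive = change between -60% and -40%, or beyond the set limit; inactive = change above -40%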; note: % is set by controls: 0 for no effect and ±100 for the full control effect
The depositor's hits bear a star; ? = inconclusive; · = no result given; & = joins results of further samples. Unless noted, calls come from the whole dose curve; as a rule, active = well fitted curve in the direction sought with a large enough effect; inconclusive = small, poorly fitted or top-dose-only effect, or another doubt; inactive = no such curve, though single readings can be large; an effect the other way counts as inactive or inconclusive.

SMILES	Vif-APOBEC3G blk	D1 antagonist	Vif-APOBEC3F blk	RXFP1 agonist	D1 PAM	Glioma ERSR ind	D2 PAM	D1 ag	RXFP1 antag
Fc1ccc(Nc2nc(SCc3ccc(Cl)cc3)nc3ccccc23)cc1	-4%	5	-12%	-0.2%	-4	1%	-8	8	-7
CCC1(C)Cc2c(sc3nc(SC)nc(NCCN(C)C)c23)CO1 (configuration not stated)	-1%	-7	-3%	2.1%	-8	-2%	2	5	-14
Cc1ccc(OC(=O)c2cccc(S(=O)(=O)N(C)C)c2)c(-n2nc3ccccc3n2)c1	-4%	-1	6%	-0.6%	-2	0%	-6	9	-3
COC(=O)c1cc(OC)c(OC)cc1NC(=O)c1ccc(OC)cc1	2%	10	-2%	5.2%	0	-4%	0	-1	-4
O=C(CN(C(=O)c1csnn1)c1cccc(C(F)(F)F)c1)NC1CCCC1	0%	2	-2%	0.2%	-5	-3%	9	2	13
Cc1cccc(N(C(=O)c2snc(C(N)=O)c2N)C(C(=O)NC2CCCC2)c2ccco2)c1 (configuration not stated)	3%	-7	1%	-0.6%	-4	-1%	2	10	-24
COc1ccc(C(=O)COC(=O)CCCC(=O)Nc2cc(C(F)(F)F)ccc2Cl)cc1	-2%	2	0%	2.5%	1	0%	·	25	-10
CCCCCc1c(C)nc(Nc2nc(C)c3cc(OC)ccc3n2)[nH]c1=O	-1%	-4	3%	3.1%	-1	0%	3	1	-9
COc1ccc(NC(=O)CSc2nnc(-c3cc(C)[nH]n3)n2N)cc1	-9%	7	-5%	-0.2%	-3	-8%	6	7	2
O=C(Oc1cccc2c(OC(=O)N3CCOCC3)cccc12)N1CCOCC1	-4%	-13	-3%	2.1%	2	-4%	1	1	2
CC1CCN(C(=O)c2cc3ccccc3cc2O)CC1	-3%	-22	2%	-2.3%	-6	8%	1	2	9
CCOC(=O)c1sc2nc(NC(=O)C3CCCCC3)sc2c1C	2%	-5	0%	9.9%	-2	0%	-6	0	·
CCCN(CCC)C(=O)c1c(C)[nH]c(C(=O)OCC)c1C	·	2	·	-0.5%	0	·	3	4	·
CCOC(=O)c1ccccc1NC(=O)N1CCC(N2CCN(Cc3ccccc3)C(=O)C2=O)CC1	-2%	-13	3%	-0.8%	-3	-3%	-9	1	5
O=C(NCCN1CCOCC1)c1cccc(S(=O)(=O)N2CCCCC2)c1	1%	·	-5%	·	·	-5%	·	·	-12
O=C(CSc1nc(-c2ccccc2)nc2ccc(F)cc12)Nc1ccc(C(=O)O)cc1	0%	-28	16%	3.2%	-6	-1%	10	7	-5
CC(C)c1ccc(N2C(=O)CSC23C(=O)N2CCCc4cccc3c42)cc1 (configuration not stated)	0%	11	-7%	-2.7%	1	-3%	2	2	-5
Cc1ccc(NC(=O)C2COc3ccccc3O2)cc1S(=O)(=O)N1CCCCC1 (configuration not stated)	0%	-11	3%	0.2%	-10	-2%	17	4	-14
CCc1ccccc1NS(=O)(=O)c1ccc2c(c1)CCN2C(=O)C1CC1	-3%	-3	-3%	3.3%	1	-2%	3	10	·
N#Cc1cnc(SCC(=O)NNC(=O)COc2cccc3ccccc23)nc1N	-6%	-9	-3%	2.5%	-5	-1%	-11	2	4
CN(CCc1ccccn1)S(=O)(=O)c1ccc(F)cc1	1%	-4	-5%	0.6%	-2	-6%	-3	3	-6
Cc1cc([N+](=O)[O-])ccc1NC(=O)c1cncc(Br)c1	0%	-1	4%	3.9%	-2	-2%	-8	5	·
COc1ccc(NC(=O)CSc2nc3c(c(=O)n2-c2ccc(F)cc2)SCC3)c(OC)c1	-5%	2	-7%	1.5%	-3	-5%	3	3	-3
CC1CCCCN1C(=O)CSc1n[nH]c(-c2ccccc2)n1 (configuration not stated)	-3%	-31*	-7%	4.4%	3	3%	-14	1	-13
O=C(NCC(c1ccco1)N1CCN(c2ccc(F)cc2)CC1)c1ccc2c(c1)OCO2 (configuration not stated)	0%	-2	1%	-1.1%	11	-2%	-1	0	-12

Whole records as entered above.
Shown for CN(CCc1ccccn1)S(=O)(=O)c1ccc(F)cc1 = Vif-APOBEC3G blk: 1%; D1 antagonist: -4; Vif-APOBEC3F blk: -5%; RXFP1 agonist: 0.6%; D1 PAM: -2; Glioma ERSR ind: -6%; D2 PAM: -3; D1 ag: 3; RXFP1 antag: -6
Shown for CCOC(=O)c1sc2nc(NC(=O)C3CCCCC3)sc2c1C = Vif-APOBEC3G blk: 2%; D1 antagonist: -5; Vif-APOBEC3F blk: 0%; RXFP1 agonist: 9.9%; D1 PAM: -2; Glioma ERSR ind: 0%; D2 PAM: -6; D1 ag: 0; RXFP1 antag: ·

Quoted from the listing.
Reading of `COc1ccc(NC(=O)CSc2nc3c(c(=O)n2-c2ccc(F)cc2)SCC3)c(OC)c1` in Glioma ERSR ind: -5%
Reading of `CC1CCCCN1C(=O)CSc1n[nH]c(-c2ccccc2)n1` (configuration not stated) in D1 antagonist: -31*
Reading of `O=C(NCC(c1ccco1)N1CCN(c2ccc(F)cc2)CC1)c1ccc2c(c1)OCO2` (configuration not stated) in D1 PAM: 11

Carrying on.
SMILES	Vif-APOBEC3G blk	D1 antagonist	Vif-APOBEC3F blk	RXFP1 agonist	D1 PAM	Glioma ERSR ind	D2 PAM	D1 ag	RXFP1 antag
NS(=O)(=O)c1cc(C(=O)Nc2ccc3c(c2)CCC3)ccc1Cl	-5%	-3	0%	1.3%	-3	6%	21	2	-3
CCOC(=O)C1=C(COC(=O)c2ccccc2OC)NC(=O)NC1C (configuration not stated)	-10%	2	4%	0.2%	-4	5%	-4	2	-3
O=C(N/N=C/c1ccc(Cl)cc1)c1ccc2c(c1)OCO2	?	-11	-27%	0.1%	-1	2%	-23	5	3
CCS(=O)(=O)n1nc(-c2ccccc2)nc1N	-1%	22	-7%	-2.6%	-7	-4%	-16	2	9
CC1CCc2sc(NC(=O)C3CC(Cl)=CCC3C(=O)O)c(C#N)c2C1 (configuration not stated)	0%	-5	-11%	0.4%	1	-1%	1	1	-22
CC(=O)c1ccc(N2CCN(S(=O)(=O)c3cc4[nH]c(=O)c(=O)[nH]c4cc3C)CC2)cc1	-2%&-3%	7&8	4%&0%	4.6%&4.8%	1&1	3%&-2%	8&-6	0&-1	-7&1
O=C1CN(C(=O)COC(=O)c2cccs2)c2ccccc2N1	-4%	-30*	-10%	0.9%	9	1%	16	3	9
Cc1ccc(N(C(=O)NC2CCCCC2)C2=NCCCCC2)cc1	3%	0	0%	-0.6%	-6	1%	-1	2	0
O=C(O)CC1SC(=O)N(Cc2ccccc2)C1=O (configuration not stated)	3%	-12	-4%	0.4%	1	-2%	0	3	9
CC(C)CN1C(=O)C(=O)N(CC(=O)c2ccc3c(c2)CCCC3)C1=O	-5%	0	-2%	0.6%	-3	2%	2	1	2
Cc1ccc(-c2cc(-c3ccccc3)c(C#N)c(Br)n2)cc1	1%	-1	-14%	28%	-2	-4%	4	12	-3
Cn1cc(-c2nnnn2-c2ccccc2)c(=O)c2ccccc21	0%	-3	5%	0.4%	-3	-5%	·	0	-12
O=C(C1CCCO1)N1CCN(C(=S)Nc2ccc(Cl)cc2)CC1 (configuration not stated)	1%	1	-21%	-2.1%	-8	-4%	3	2	-3
Cc1ccccc1C(=O)c1cccn1CC(=O)NCc1ccccc1Cl	3%	2	-6%	-2.5%	6	1%	-7	4	25
Cc1ccc(S(=O)(=O)C(CNC(=O)C(=O)NCc2ccc(Cl)cc2)c2cccs2)cc1 (configuration not stated)	6%	·	0%	-0.1%	-2	-4%	-10	11	·
COc1ccc(C2C=C(c3ccc(Cl)cc3)Nc3nc(-c4ccc(Cl)cc4)nn32)cc1 (configuration not stated)	-28%	-15	?	2.9%	-3	-3%	-1	16	-30
CC(C)CNS(=O)(=O)c1ccc(OCC(=O)NCc2ccco2)cc1	-4%	-6	-4%	2.6%	-5	-3%	2	2	13
CCN(CC)c1ccc(NC(=O)COC(=O)COc2ccccc2[N+](=O)[O-])cc1	-1%	-10	3%	-0.2%	-4	-3%	-3	-2	-5
CC(=O)N1CCCc2cc(S(=O)(=O)N(C)CC(=O)Nc3cccc(C)c3C)ccc21	2%	15	2%	-0.6%	-5	0%	-7	4	-13
COC(=O)c1cc(C)[nH]c2c(C)cc3nc4ccccc4c3c12	0%	-16	1%	?	-8	-6%	-17	1	-21
O=C(CCN1C(=O)c2ccccc2C1=O)N1CCN(C2c3ccccc3-c3ccccc32)CC1	0%	11	12%	1.0%	-3	-2%	-2	0	1
COc1ccccc1OCc1nnc(-c2ccccc2)o1	·	2	·	-0.5%	1	·	-1	-1	9
Nc1ccc(NS(=O)(=O)c2ccccc2)cc1	-10%	-12	-2%	2.2%	-2	-5%	-6	5	0
COCCNc1ccc2cc(S(=O)(=O)N3CCCCC3)ccc2n1	2%	-7	4%	0.1%	-1	-2%	2	1	-5
Cc1c(NC(=O)CSc2ccc(Cl)cc2)c(=O)n(-c2ccccc2)n1C	-1%	16	3%	2.6%	-6	0%	5	1	2

Some of the compounds tested; rates above refer to the full screens.
